ARNT TACC3 PPI = ARNT/TACC3 interaction disruption; AlphaScreen His-ARNT PAS-B/GST-TACC3 binding, luminescence; TACC3 fragment carries E629A point mutation; inhibition, % at 9.99 µM; actives 0.66% (n = 390,000);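 active = mean inhibition of replicates at least 50% and at least half of replicates each reaching 50%; inconclusive = half or more replicates reach 50% but mean below 50%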;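 also: 0% = complete ARNT plus TACC3 wells and 100% = ARNT alone without TACC3; many hits fall short of the cut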
INS-1E GSIS act = GLuc luminescence reporter in INS-1E cells, primary screen for activators of glucose-dependent secretion of insulin. INS-1E GLuc reporter insulin secretion, 2-3 h. activation, % at 16.6 µM. actives 0.61% (n = 370,000);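 active = lowest replicate activation of at least 40%, so every replicate reaches that level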;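 also: 0% = median of neutral control wells and 100% = median of IBMX positive control wells; some compounds called inactive have numbers as strong as hits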
PAX8 reporter = PAX8 transcriptional activity inhibition; inhibition, % at 12.6 µM; RMG-I TPO-luciferase reporter, SteadyGlo, 24 h; actives 1.2% (n = 360,000);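 active = mean replicate inhibition at least 60% with every replicate also reaching 60%; inconclusive = only one of the two criteria is met; inactive = mean below 60% and not all replicates reaching 60%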;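 also: luciferase light reporting Pax8 driven TPO promoter activity; plate controls were median of neutral control wells for no effect and mitoxantrone controls for full effect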
DENV2 CPE rescue = inhibitors of DENV2 cytopathic effect | DENV2-infected cells, cytopathic effect rescue, plate reader | CPE inhibition, % at 9.99 µM | actives 1.7% (n = 350,000) | AID 651640; in the data active = CPE inhibition above about 20%, passing the limit was not always enough; inconclusive = no clear call, values can overlap the other calls; tested in BHK-21 cells;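 also: 0% = median of neutral control wells and 100% = median of positive control wells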
F508del corr = CFTR F508del correction in bronchial cells; CFBE cells, YFP halide quenching; stimulated with forskolin plus potentiator P3; % fluorescence drop versus neutral controls; activity (quench increase), % at 7.58 µM; actives 0.36% (n = 350,000); AID 720511;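 active = mean added fluorescence quench of at least 8% versus neutral control, with both replicates also reaching 8%; inconclusive = only one of the mean or replicate conditions met; inactive = mean below 8% and not both replicates reaching 8%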;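 also: cells transiently co-express mutant CFTR-F508del with the halide-sensitive YFP; corrector assay measuring rescue of mutant channel to the surface after 24 h compound exposure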
Xi reactivation = activators of X-chromosome reactivation in mouse fibroblasts; XiGFP mouse fibroblasts, % GFP-positive cells imaging, 3 d; cells co-treated with 5-aza-dC sensitizer; scaled so ellipticine positive control = 100%; activation, % at 7.58 µM; actives 0.055% (n = 360,000);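 active = mean normalized replicate activation at least 10% and every replicate at or above 10%; inconclusive = only one of the two criteria met; inactive = mean below 10% and not all replicates reach 10%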;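 also: 0% = median of on-plate neutral control wells and 100% = ellipticine 6 µM median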
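Material: XiGFP fibroblasts, SV40-immortalized; Buffer or medium: DMEM containing 5-aza-dC; Compound dosing: single point; Times: 3 days compound exposure.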
ERp5 inh = blocks human ERp5 reductase activity on insulin; ERp5 insulin aggregation, absorbance 650 nm, 90 min; AID 651711; Q15084; inhibition, % at 9.99 µM; actives 0.05% (n = 350,000);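 active = mean replicate inhibition above about 25%, with every replicate also reaching it, limit read from the data, passing the limit was not always enough; inconclusive = only one of those two criteria met; inactive = neither criterion met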
Target sequence (Q15084 whole entry, looked up): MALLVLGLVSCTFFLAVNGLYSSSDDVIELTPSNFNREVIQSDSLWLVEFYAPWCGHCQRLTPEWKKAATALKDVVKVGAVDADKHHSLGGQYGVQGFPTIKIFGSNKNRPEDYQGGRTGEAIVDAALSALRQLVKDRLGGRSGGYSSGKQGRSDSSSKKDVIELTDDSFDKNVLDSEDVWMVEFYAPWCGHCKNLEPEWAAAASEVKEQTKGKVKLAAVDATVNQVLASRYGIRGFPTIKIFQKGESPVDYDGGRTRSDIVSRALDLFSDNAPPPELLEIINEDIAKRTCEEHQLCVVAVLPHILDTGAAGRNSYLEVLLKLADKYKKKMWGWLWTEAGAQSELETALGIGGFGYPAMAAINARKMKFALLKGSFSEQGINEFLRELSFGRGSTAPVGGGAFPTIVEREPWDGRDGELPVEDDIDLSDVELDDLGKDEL
EWS-Fli inh = blocks EWS/Fli oncoprotein-driven transcription | A673 NR0B1-luciferase reporter, viability-normalised | inhibition, % at 12.6 µM | actives 0.67% (n = 350,000);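 active = mean inhibition of at least 50% after viability correction, with every replicate also passing that limit; inconclusive = mean reaches 50% but only one of two replicates passes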;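 also: firefly luciferase signal divided by Alamar Blue viability fluorescence both relative to DMSO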
Starred values were filed as active, the others as inactive; u = inconclusive; x = no result given; & = joins results of further samples.

canonical_smiles	ARNT TACC3 PPI	PAX8 reporter	EWS-Fli inh	DENV2 CPE rescue	ERp5 inh	Xi reactivation	INS-1E GSIS act	F508del corr
C[C@H](NC(=O)C[C@H]1CC[C@H](NC(=O)C2CCOCC2)[C@@H](CO)O1)c1ccccc1	5	3	-4	9	0	0.5	8	1.6
CS(=O)(=O)N(Cc1ccccc1)c1ccc(C(=O)Nc2ccccc2Sc2ccccc2)cc1	-5	9	8	-20	6	0.2	10	1.3
Cc1ccc(CN2CCC(NC(=O)c3ccccc3)CC2)cc1	0	11	9	1	-2	0.0	4	-0.3
C/C(=N\NC(=O)c1nnn(-c2nonc2N)c1C(C)C)c1cc(C)sc1C	2	-16	-10	-3	-3	0.1	-7	-0.4
O=C1CCC(=O)N1c1ccc(S(=O)(=O)Nc2ccc(Br)cc2)cc1	7	-5	3	6	-1	0.0	-20	0.1
O=C(Nc1ccc(C(=O)N2CCN(c3ccncc3)CC2)cc1)c1ccc(Br)o1	x	-11	-11	23*	3	0.1	21	-3.3
CCN(C(=O)/C=C/c1cc(OC)c(OC)c(OC)c1)C1CCCCC1	2	-5	6	-4	4	0.0	-8	1.6
Cc1cc(C)c2c(c1)[C@@H]1C=CC[C@@H]1[C@H](c1ccc(S(=O)(=O)N3CCOCC3)cc1)N2	-3	1	3	9	16	0.0	11	-1.9
C=CCOc1ccc(C2/C(=C(\O)c3ccc4c(c3)OCCO4)C(=O)C(=O)N2CCCN2CCOCC2)cc1 (stereo not drawn)	17	-21	-3	7	1	0.0	-14	-0.2
CC(C)Oc1cccc(C(=O)C2CCCN(C(=O)c3csnn3)C2)c1 (stereo not drawn)	-9	-9	-12	1	2	0.0	5	5.6
Cn1c(=O)c2c(ncn2CC(=O)N2CCN(S(=O)(=O)c3ccc(Cl)cc3)CC2)n(C)c1=O	-2	6	-1	0	-3	-0.1	-2	2.3
CSc1ncc(-c2ccccc2)cn1	4	-54	-27	x	11	0.0	21	-1.0
CCOC(=O)C(NC(=O)CCl)(Nc1sc(C)c(CC)c1C#N)C(F)(F)F (stereo not drawn)	33	-1	8	x	x	0.0	6	-1.8
O=C(CN1C(=O)NC2(CCCC2)C1=O)N1CCN(S(=O)(=O)c2ccccc2[N+](=O)[O-])CC1	1	-12	0	38*	-7	0.1	-11	-1.8
O=C(O)CC1C(=O)NCCN1CCCc1ccccc1 (stereo not drawn)	4	-5	-4	1	0	0.2	x	-3.0
O=C1NC2(CCCCC2)CO1	x	2	-1	u	3	0.3	-7	0.9
CCc1ccc(NC(=O)Cn2cnc([N+](=O)[O-])c2)cc1	4	-8	9	1	7	0.0	5	1.0
O=c1c2c3nc4ccccc4nc3n(CCN3CCOCC3)c2ncn1CCN1CCOCC1	-7	-2	-1	x	3	0.1	35	-3.7
O=C(NC1=NCCS1)c1ccccc1OCc1ccccc1Cl	3	7	5	-10	6	0.0	3	-1.7
CCCn1c(SCC(=O)Nc2ccc(Cl)cn2)nnc1C1CC1	-2	5	x	3	1	0.0	17	-4.5
O=C(N/N=C(\Cc1ncc[nH]1)c1ccccc1)c1ccccc1	x	-7	21	-2	-2	-0.5	8	-2.1
O=C(CSc1nc2ccccc2c(=O)[nH]1)Nc1ccccc1O	8	-8	13	0	1	0.2	4	-2.8
Cc1oc2c(c(C)cc3oc(=O)c(CC(=O)NCCCN4CCCC4=O)c(C)c32)c1C	35	x	-9	0	-4	x	x	-1.2
CC(=O)NC[C@@H]1[C@@H](c2ccc(C3=CCCC3)cc2)[C@@H](CO)N1C(=O)CN(C)C	x	x	x	6	-1	0.1	0	0.9
COc1ccc(NC(=O)Cn2c(=O)n(CC3CCCO3)c(=O)c3ccccc32)c(OC)c1 (stereo not drawn)	x	-3	-2	-5	3	0.0	21	0.3
CCCCN(C(=O)c1ccc(OC)c([N+](=O)[O-])c1)c1c(N)n(CCC)c(=O)[nH]c1=O	-3	-7	-3	-2	-2	0.1	0	3.2
CN(Cc1ccco1)S(=O)(=O)c1cc(F)ccc1CN1C(=O)c2cccnc2C1=O	24	11	1	-1	5	0.0	6	7.2
CC(C)NC(=O)Nc1ccc2c(c1)C(=O)N([C@H](C)CO)C[C@H](C)[C@@H](CN(C)Cc1ccc(Oc3ccccc3)cc1)O2	-9	0	3	6	-3	-0.9	-14	0.6
C[C@H](CO)N1C[C@H](C)[C@@H](CN(C)S(=O)(=O)c2ccc(F)cc2)Oc2ccc(NC(=O)Nc3ccc(C(F)(F)F)cc3)cc2CC1=O	x	-31	-6	x	x	-0.2	0	4.4
CCC(C)(C)NC(=O)C(C(C)C)N(CC1CCCO1)C(=O)CNS(=O)(=O)c1ccccc1 (stereo not drawn)	-7	3	1	6	2	0.0	16	0.3
CCCNC(=O)Nc1ccc2c(c1)C(=O)N(C)C[C@@H](OC)[C@@H](C)CN(S(C)(=O)=O)[C@H](C)CO2	x	-2	x	u	-4	0.1	2	0.1
COc1ccc(N(C(=O)c2ccncc2)S(=O)(=O)c2ccc3c4c(cccc24)C(=O)N3C)cc1	-3	-5	2	3	0	0.0	12	x
CC(C)NC(=O)Nc1ccc2c(c1)C(=O)N([C@H](C)CO)C[C@H](C)[C@H](CN(C)S(=O)(=O)c1ccc(Cl)cc1)OCCCC[C@H](C)O2	-4	6	-2	-5	1	-0.1	-38	0.4
CCOC(=O)[C@H]1[C@H]2COc3ccc(Cl)cc3[C@@H]2N2C(=O)c3ccc(C)cc3NC(=O)[C@@]12C	5	-3	6	6	0	-0.3	7	-3.2
O=C(CSc1nnc(NC(=O)Cc2ccccc2)s1)NCC1CCCO1 (stereo not drawn)	-6	-27	-3	u	2	0.2	-17	-2.9
Cc1cc(C)n(-c2ccc(NC(=O)C3CCCCN3C(=O)c3sccc3C)cc2)n1 (stereo not drawn)	-3	-2	x	-4	-8	0.0	-12	-2.2
COc1ccc2c(c1)CCc1cc(C(=O)O)sc1-2	-1	2	-4	-4	4	-0.2	65*	0.0
CN(C)CCCNC(=O)C[C@H]1CC[C@H]2[C@@H](COC[C@H](O)CN2C(=O)c2ccncc2)O1	-15	-6	-15	2	2	0.0	5	-0.5
Cc1ccc(S(=O)(=O)N2CCC(C(=O)N3CCN(Cc4ccccc4)CC3)CC2)cc1	x	-8	9	4	-5	0.0	-9	-3.6
CCN(c1ccccc1)S(=O)(=O)c1ccc(OC)c(N=N/C(C(=O)Nc2ccccc2)=C(/C)O)c1	0	37	4	4	2	0.2	1	2.3
COc1ccc(C#Cc2ccc([C@@H]3[C@@H](CO)N4C(=O)CN(C(=O)c5ccncc5)C[C@@H]34)cc2)cc1	x	x	1	38*	0	0.0	-7	0.6
COc1ccc(S(=O)(=O)N2CCC(C(=O)Nc3ccccc3N3CCCCC3)CC2)cc1OC	-11	2	x	2	2	0.2	4	2.4
CC(=O)Nc1ccc2c(c1)C(=O)N(C)[C@@H]1CC[C@H](CC(=O)NCCCN3CCOCC3)O[C@@H]1CO2	-6	-2	4	-3	-5	-0.1	3	0.0
COCC(=O)N1CC(=O)N2[C@H](CO)[C@H](c3ccc(-c4ccccc4F)cc3)[C@@H]2C1	x	4	-14	13	-3	0.1	-4	-1.9
C=CCn1cnc2c(sc3nc(C)cc(C)c32)c1=O	5	-36	-34	u	5	0.2	16	2.2
Cc1ccc(OCC(=O)Oc2cccc(C)c2C)cc1	x	19	3	0	6	0.0	-14	-0.5
CCNC(=O)C[C@H]1CC[C@@H](NC(=O)NC2CCCCC2)[C@H](CO)O1	5	16	1	-2	-2	-0.2	17	2.7
C/C=C/c1ccc([C@H]2[C@@H](CO)N(C(C)=O)[C@H]2CN(CC(C)C)C(C)=O)cc1	-2	6	-7	16	x	0.0	6	1.9
CCN(CCCNC(=O)CNC(=O)c1nn(-c2ccc(OC)cc2)c(=O)c2ccccc12)c1cccc(C)c1	3	6	6	4	-7	0.0	-17	-0.9
COc1cc(CN2C[C@@H](CO)O[C@@H](n3cnc4c(NCC(C)C)ncnc43)C2)cc(OC)c1OC	x	-19	-7	1	-2	-0.1	-18	-0.8
CC(C)(C)C1CCC(=NNC(=O)c2cc3c(s2)CCCC3)CC1 (stereo not drawn)	-2	0	3	9	-5	0.1	x	1.6
COc1cc(/C=C2\SC(=S)N(NC(=O)c3cccnc3)C2=O)ccc1O	15	-1	9	6	-4	0.1	0	6.2
Cc1ccc(NC(=O)Cc2nnc(N)s2)cc1	-10	7	0	-6	4	0.1	5	2.1
C[C@@H]1CN([C@@H](C)CO)C(=O)c2cc(NC(=O)CCCN(C)C)ccc2O[C@@H]1CN(C)S(C)(=O)=O	5	-20	x	4	1	0.0	12	1.4
CNC(=S)NC1CC2CCCC(C1)N2Cc1ccccc1OC (stereo not drawn)	4	-1	-1	6	-1	0.1	-2	-2.8
Cc1nn(C)c2nc(-c3cccs3)cc(C(F)(F)F)c12	-10	1	-9	0	-8	0.0	-8	0.4
CC(=O)Nc1sc(N/N=C\c2ccccc2F)nc1-c1cccs1	1	-73	-5	-12	3	-0.1	0	-1.8
Cc1cc(C(=O)Nc2ccc3c(c2)C(=O)N(C)[C@@H]2CC[C@@H](CC(=O)NC4CCCC4)O[C@@H]2CO3)no1	-5	5	5	-2	-2	0.3	2	-1.5
Cc1ccc(C)c(OCc2cc(C(=O)N3CCOCC3)no2)c1	-9	-171	-92	-3	0	0.1	0	-2.3
CCOc1ccc(NC(=O)CS(=O)(=O)c2cn(C)c3ccccc23)cc1	-4	-79	-12	-2	6	0.0	x	2.0

Other compounds follow:
canonical_smiles	ARNT TACC3 PPI	PAX8 reporter	EWS-Fli inh	DENV2 CPE rescue	ERp5 inh	Xi reactivation	INS-1E GSIS act	F508del corr
CN(C)c1cccc(C(=O)NC2CCCc3ccccc32)c1 (stereo not drawn)	0	4	-16	2	-3	x	-5	-3.3
COc1ccc(-n2c(CN3CCN(c4ccccn4)CC3)nc3ccc([N+](=O)[O-])cc3c2=O)c(OC)c1	5	10	-7	-1	4	0.1	x	-0.2
C/C(=N\NC(=O)c1ccc(O)cc1)c1ccc(N2CCOCC2)cc1	-7	-3	-17	x	-6	0.0	-4	0.2
COCCn1c(=NC(=O)CCS(=O)(=O)c2ccccc2)sc2cc(F)ccc21	-2	x	x	-1	-3	0.3	20	-1.8
C[C@H]1CN([C@@H](C)CO)C(=O)Cc2cc(NC(=O)Cc3cn(C)c4ccccc34)ccc2O[C@@H]1CN(C)CC1CCCCC1	-1	x	0	-4	8	-0.6	-7	-2.1
C[C@H]1CN([C@@H](C)CO)C(=O)CCCn2cc(nn2)CO[C@@H]1CN(C)S(=O)(=O)c1ccccc1C#N	x	-10	-3&-10	-1&-6	1&1	0.0&-0.4	8&8	-0.7&0.9
O=C1NCC(COCc2ccco2)O1 (stereo not drawn)	3	x	1	-3	-5	x	12	-2.8
CN(C)S(=O)(=O)N1CCC(Oc2ccc(C(=O)NC3CCCCC3)cc2)CC1	0	7	-4	-3	-3	-0.8	9	1.1
